PKA-R2B act – activates the human PKA-R2B holoenzyme complex. activation, % at 11.4 µM. AID 504700. 340,000 compounds, 0.079% hits. P22694+P31323. PKA-R2B holoenzyme dissociation, Cy5-IP20 fluorescence polarization; R2B truncated from residue 108, S112A mutant; 0% DMSO only, 100% 113 µM cGMP;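 active means activation above a cutoff set at the mean over all compounds plus 3 SD, cut at about 18% in these data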;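 further: higher means more holoenzyme dissociation and a rise in polarization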
RTF Ca sens act – cardiac RTF calcium sensitization; P19429+P45379; IANBD-labeled TnC RTF fluorescence at EC20 calcium; 0% EC20 calcium, 100% full calcium; activation, % at 7.2 µM; 340,000 compounds, 0.24% hits; AID 493008;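 active means activation above the mean over all tested compounds plus 3 SD, cut at about 30% in these data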;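 further: rise in fluorescence read as greater calcium sensitivity of cardiac thin filaments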
SR-BI DiI-HDL act – enhances SR-BI lipid uptake from DiI-HDL | CHO ldlA[mSR-BI] cells, DiI-HDL uptake fluorescence, 3 h; 100 = double the neutral-control signal | 320,000 compounds, 0.096% hits | activation, % at 12.5 µM;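 active means mean replicate activation of at least 60% and every replicate at or above 60%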;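 further: 0% = median plate neutral-control signal and 100% = twice that signal; values of inactives mirror those of a sister screen read the other way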
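System: CHO ldlA[mSR-BI] cells / Medium: HEPES-buffered (25 mM, pH 7.4) F12 plus 0.5% BSA / Probe or stimulus: labelled HDL, 10 µg/mL / Doses: single compound concentration, delivered by pin transfer / Schedule: 3 h, 37 °C / Measured by: DiI fluorescence, bottom read / Measure: cell-associated DiI fluorescence as measure of HDL uptake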
RTF Ca sens inh – cardiac RTF calcium desensitization | P19429+P45379 | IANBD-labeled cardiac RTF, Ca2+ fluorescence | inhibition, % at 7.15 µM | 340,000 compounds, 0.12% hits | AID 493244;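 active means inhibition above the mean inhibition of all tested compounds plus 3 SD, cut at about 17% in these data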;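 further: assay run at fixed EC70 calcium of 1.6 mM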
CAL PDZ FP-1 – inhibitors of human CAL PDZ peptide binding; 300,000 compounds, 0.92% hits; inhibition, % at 24.9 µM; AID 602252; purified CAL PDZ, TMR-peptide fluorescence polarization, 1 h; Q9HD26;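 active means mean inhibition of at least 30% with at least half of replicates also reaching 30%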;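 further: 0% = DMSO neutral control and 100% = excess unlabeled competitor peptide PRC23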
DAGLB inhibitor – diacylglycerol lipase beta (human) inhibition; Q8NCG7; HEK293T DAGLB membrane lysate, EnzChek fluorogenic substrate; 340,000 compounds, 0.059% hits; inhibition, % at 5.17 µM; in the data active means inhibition above about 34%;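 further: 0% = enzyme with vehicle and 100% = wells lacking enzyme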
CAL PDZ FP-2 – human CAL PDZ-peptide interaction inhibition; purified CAL PDZ, TMR-peptide fluorescence polarization, 1 h; inhibition, % at 20 µM; Q9HD26; 330,000 compounds, 0.02% hits; AID 504414;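 active means highest replicate inhibition of at least 40%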;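 further: plate controls were DMSO neutral control wells for no effect and unlabeled competitor peptide control wells for full effect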
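Material – purified CerCALP PDZ construct · Detection – FP readout, S and P plane fluorescence · Measure – percent inhibition from loss of millipolarization · Controls – unlabelled peptide for full inhibition, DMSO wells as neutral · Probe or stimulus – TMR-labelled reporter peptide T*-PRC34 bound in PDZ groove · Times – 1 h at RT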
LANA DNA inh – blocks KSHV LANA C-terminal domain binding to DNA; MBP-C-LANA/FAM-LBS DNA binding, fluorescence polarization; inhibition, % at 9 µM; 340,000 compounds, 0.078% hits;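 active means highest replicate inhibition at or above 60% at 9 µM, even if other replicates fall short; inactive means all replicates below 60% inhibition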;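 further: 0% = neutral control wells and 100% = 4 µM acridine orange control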
Rtt109 HAT inh – C. albicans Rtt109 histone acetyltransferase inhibition; purified Rtt109/Vps75, ThioGlo CoA-SH fluorescence, 4 h; inhibition, % at 34.9 µM; 330,000 compounds, 0.16% hits;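 active means inhibition of at least 50% in every replicate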
Target sequence (Q5AAJ8 whole entry, looked up): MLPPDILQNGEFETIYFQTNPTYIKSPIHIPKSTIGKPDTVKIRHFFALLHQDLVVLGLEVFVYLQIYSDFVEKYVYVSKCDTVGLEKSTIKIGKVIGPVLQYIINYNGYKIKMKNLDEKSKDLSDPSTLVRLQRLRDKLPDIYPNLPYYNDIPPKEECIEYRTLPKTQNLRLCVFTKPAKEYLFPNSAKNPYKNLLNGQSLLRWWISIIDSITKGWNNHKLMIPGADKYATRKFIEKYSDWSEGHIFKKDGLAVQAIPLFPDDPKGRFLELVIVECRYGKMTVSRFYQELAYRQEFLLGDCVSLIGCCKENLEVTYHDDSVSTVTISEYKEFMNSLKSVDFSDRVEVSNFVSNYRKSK
Keap1-Nrf2 PPI – inhibitors of human Keap1-Nrf2 protein-protein interaction | Q14145 | Keap1 Kelch-Nrf2 peptide fluorescence polarization, 1536-well | inhibition, % at 9.4 µM | 340,000 compounds, 0.15% hits; in the data active means inhibition above about 12%;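 further: human Keap1 Kelch domain with fluorescein labeled Nrf2 9mer peptide probe; 0% = neutral control wells and 100% = peptide positive control; higher means more block of Keap1 binding to Nrf2 peptide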
Target sequence (Q14145 whole entry, looked up, the tested form may be a part): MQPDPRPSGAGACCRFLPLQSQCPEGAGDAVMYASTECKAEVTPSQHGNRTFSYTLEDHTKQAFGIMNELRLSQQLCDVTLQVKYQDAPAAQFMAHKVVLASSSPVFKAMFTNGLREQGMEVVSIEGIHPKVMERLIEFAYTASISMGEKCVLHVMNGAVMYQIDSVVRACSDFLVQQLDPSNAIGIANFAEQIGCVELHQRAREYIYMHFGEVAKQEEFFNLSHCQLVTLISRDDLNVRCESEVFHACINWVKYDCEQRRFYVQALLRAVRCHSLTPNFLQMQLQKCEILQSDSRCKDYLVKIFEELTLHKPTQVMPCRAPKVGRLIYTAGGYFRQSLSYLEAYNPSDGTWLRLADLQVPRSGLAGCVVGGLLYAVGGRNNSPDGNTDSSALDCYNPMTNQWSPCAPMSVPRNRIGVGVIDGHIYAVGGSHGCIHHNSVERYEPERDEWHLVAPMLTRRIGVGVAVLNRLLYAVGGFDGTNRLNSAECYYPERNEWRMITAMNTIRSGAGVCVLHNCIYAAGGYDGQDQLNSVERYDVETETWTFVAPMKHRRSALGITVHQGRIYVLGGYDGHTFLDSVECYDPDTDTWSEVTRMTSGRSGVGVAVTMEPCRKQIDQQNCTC
* = called active by the depositor; / = not tested or not shown. Compounds as they come. Share with any hit: about 1.6%.

SMILES	PKA-R2B act	RTF Ca sens act	SR-BI DiI-HDL act	RTF Ca sens inh	CAL PDZ FP-1	DAGLB inhibitor	CAL PDZ FP-2	LANA DNA inh	Rtt109 HAT inh	Keap1-Nrf2 PPI
COc1ccc(C2/C(=C(/O)c3ccccc3)C(=O)C(=O)N2CO)cc1 (centres undefined)	1	-1	17	0	-1	-3	0.0	-2.8	-4	1
CC1(C)CC(=O)N(CC(=O)NCc2ccccc2)c2ccccc2S1(=O)=O	-5	2	11	-11	/	1	-1.5	3.6	-5	-5
C/C(=N\Nc1nc(N2CCCCC2)nc(N2CCOCC2)n1)c1ccccc1O	/	/	-47	/	5	/	-1.4	2.3	-1	4
Cc1c(C(=O)N2CCCC2)c(S(=O)(=O)N2CCCCC2)c(C)n1C	9	-6	16	-6	0	-3	-1.2	0.5	11	-5
O=C(NCc1ccco1)c1cccn2c(=O)c3sccc3nc12	-13	2	9	0	-2	-1	-2.9	0.2	-18	-3
CC(=O)N1N=C(c2ccc([N+](=O)[O-])cc2)CC1c1ccccc1Cl (centres undefined)	0	-8	-26	-1	-4	-1	/	0.6	3	0
COCCN(C(=O)CCC(=O)Nc1cc(C)on1)C(C(=O)NC1CCCC1)c1ccccc1C (centres undefined)	8	6	6	-11	/	-1	-1.1	1.3	-5	-2
C/C(=N\Nc1ccc(S(N)(=O)=O)cc1[N+](=O)[O-])c1ccco1	0	-5	-5	7	-4	19	1.7	-0.3	-4	0
COc1ccc(NC(=S)Nc2ccc(S(=O)(=O)N3CCOCC3)cc2)c(OC)c1	5	0	26	-10	2	-2	-1.0	-0.6	-2	-3
CC[C@]12c3[nH]c4ccc(Cl)cc4c3CCN1C(=O)[C@@H](CC(=O)NCC13CC4CC(CC(C4)C1)C3)C[C@@H]2C(=O)N1CCN(C(=O)c2ccco2)CC1	-6	-5	8	0	-1	4	0.7	1.2	4	-3
COCCN1C(=O)CC(NNC(=O)c2ccc(S(=O)(=O)N3CCCC3)cc2)C1=O (centres undefined)	-2	12	39	-2	-12	1	-0.6	1.0	-12	-1
Cc1cc(C)c2cc(CN(CCN(C)C)C(=O)Nc3ccccc3Cl)c(=O)[nH]c2c1	-6	4	-4	-3	-7	-2	-1.7	-2.9	/	0
NCCCC[C@H](NC(=O)C1CCNCC1)c1nnc([C@@H](N)Cc2ccc(O)cc2)o1	-14	0	18	5	-1	1	0.2	-2.3	1	-4
COC(=O)c1ccc(Nc2nc(C)cc(C)n2)cc1	-2	11	0	-6	-4	0	-1.6	-0.3	/	-3
C[C@@H]1CN([C@H](C)CO)C(=O)c2cc(NC(=O)Cc3cn(C)c4ccccc34)ccc2O[C@H]1CN(C)C(=O)Nc1ccc2c(c1)OCO2	2	-8	5	6	-2	2	-0.9	1.1	2	-4
CC(C)(C)S(=O)(=O)Cc1nc(-c2ccc(Cl)c(Cl)c2)cs1	4	7	-35	-3	-2	-8	-1.8	-0.2	23	-1
CCOC(=O)C[N+]1(C)CCN(C(C)=O)CC1	-1	-2	5	2	-6	1	-0.4	1.7	/	0
O=c1cc(N2CCN(c3ccccc3)CC2)[nH]c(=O)n1C1CCCCC1	-11	-2	-15	4	-2	-1	0.1	1.5	-19	-4
CC(C)(C)c1cc(NS(=O)(=O)c2ccc(Br)s2)no1	7	10	25	1	-1	6	-1.8	-2.3	-8	-6
COc1ccc(S(=O)(=O)N2CCCCC2)cc1NC(=O)CCCOc1ccc(C)cc1	-11	-2	-61	-6	-2	-1	-0.1	0.0	2	-2
Cc1ccc(NC(=O)CCC(=O)NNC(=O)NC23CC4CC(CC(C4)C2)C3)cc1C	-14	1	5	10	/	-1	-0.6	-0.1	-4	-1
Brc1ccc(C2=CC(c3ccco3)n3nnnc3N2)cc1 (centres undefined)	-3	11	-13	-2	0	-4	0.5	2.3	-5	1
CCC(=O)Nc1c(C)cc(C)cc1Cl	-4	-1	18	-5	-2	1	-1.7	1.3	2	4
Cc1cc(SCc2ccc([N+](=O)[O-])cc2)nc(=O)[nH]1	-3	-6	-23	-6	-2	2	-1.5	-0.4	-5	0
O=C(c1ccccc1NS(=O)(=O)c1ccc(Br)cc1)N1CCOCC1	-5	-3	11	-10	-1	3	-4.9	0.8	1	-5

As a working copy, two of the compounds above.
SMILES	PKA-R2B act	RTF Ca sens act	SR-BI DiI-HDL act	RTF Ca sens inh	CAL PDZ FP-1	DAGLB inhibitor	CAL PDZ FP-2	LANA DNA inh	Rtt109 HAT inh	Keap1-Nrf2 PPI
Cc1cc(SCc2ccc([N+](=O)[O-])cc2)nc(=O)[nH]1	-3	-6	-23	-6	-2	2	-1.5	-0.4	-5	0
O=C(c1ccccc1NS(=O)(=O)c1ccc(Br)cc1)N1CCOCC1	-5	-3	11	-10	-1	3	-4.9	0.8	1	-5

The listing continues:
SMILES	PKA-R2B act	RTF Ca sens act	SR-BI DiI-HDL act	RTF Ca sens inh	CAL PDZ FP-1	DAGLB inhibitor	CAL PDZ FP-2	LANA DNA inh	Rtt109 HAT inh	Keap1-Nrf2 PPI
Cc1ccc2c(cnn2C(=O)CCC(=O)NCc2cccc(Cl)c2)c1	-4	6	17	4	/	-1	-0.7	1.0	-1	-8
CN(C)c1ccc(/C=N/OC(=O)Nc2ccccc2)cc1	-4	5	-11	-8	-4	-4	/	-2.1	-5	-2
Cc1cccc(NC2CCCCC2NS(=O)(=O)c2ccccc2)c1 (centres undefined)	-8	6	-11	-4	-2	-7	-2.7	-1.4	7	0
Nc1ccc(S(=O)(=O)Nc2nccc(/C=C/c3ccc([N+](=O)[O-])cc3)n2)cc1	5	7	/	4	-4	1	-1.1	0.5	-1	-2
C[C@H]1CN=C(Nc2ccccc2)N1CCCC1CCCCC1	2	3	2	6	0	1	0.1	1.6	-2	0
O=C(CCCC(=O)NNC(=O)Nc1ccccc1)NNC(=O)Nc1ccccc1	/	/	15	/	4	/	0.0	1.5	0	-4
Clc1ccc(CNc2ncnc3[nH]ncc23)cc1Cl	-9	8	5	0	0	4	-2.8	-0.9	10	6
O=C(CN(Cc1ccccc1Cl)C(=O)c1ccc(CN2CCOCC2)o1)NCC1CCCO1 (centres undefined)	-3	1	1	-1	-4	1	-0.4	-0.8	3	-4
CCN(CC(=O)Nc1cc(Cl)ccc1C)C(=O)c1ccc2c(c1)NC(=O)C(C)S2 (centres undefined)	7	-3	-14	-7	-6	-5	-0.7	-1.3	-4	0
O=[N+]([O-])c1cnc(Nc2ccc(Cl)cn2)c([N+](=O)[O-])c1	2	1	-3	-1	-8	1	0.7	-1.4	-12	0
O=C(c1c[nH]c2ccc(S(=O)(=O)N3CCOCC3)cc2c1=O)N1CCN(c2ccccn2)CC1	-5	3	26	-1	-1	0	-0.5	0.8	-2	-1
COc1cc(S(=O)(=O)NCC2COCCO2)ccc1-n1cnnn1 (centres undefined)	-6	2	-13	1	0	-1	-2.9	0.1	-1	-1
CC(=O)c1cccc(NC(=O)N2CCCC2C(=O)Nc2ccccc2C)c1 (centres undefined)	-5	0	21	-1	-1	-2	-1.9	2.0	3	-2
CCCn1c(SCC(=O)Nc2cc(C)on2)n[nH]c1=O	-1	0	12	-8	/	-1	0.5	-1.8	-11	-1
O=C(O)COc1ccc(/C=N/O)cc1Br	-14	-1	14	-1	/	0	0.6	-1.2	-6	2
Cc1nonc1CN(C)C(=O)CC1C(=O)NCCN1Cc1c(F)cccc1Cl (centres undefined)	-7	-4	-8	1	-3	-3	0.0	0.1	1	-5
CN1CCN(C(=O)c2cnn3c(C(F)(F)F)cc(-c4ccc5c(c4)OCO5)nc23)CC1	1	4	-43	-9	-2	-1	5.9	3.1	2	-5
O=C(COC(=O)c1ccc(Cl)nc1)NCCc1ccc(Cl)cc1	6	4	17	1	/	-1	-0.2	-0.8	7	-4
Cc1ccccc1N1C(=O)CC(Sc2nnc(-c3ccccc3)o2)C1=O (centres undefined)	2	3	-34	4	-1	-2	-0.9	0.8	2	0
O=C(N/N=C/c1ccc(N2CCOCC2)o1)c1cccc(C(F)(F)F)c1	-7	0	0	0	/	-1	-0.1	0.8	-6	-2
CC1Sc2ccc(S(=O)(=O)CCC(=O)N(C)Cc3ccccc3)cc2NC1=O (centres undefined)	1	2	4	-2	/	0	-0.6	-0.7	3	-6
CC(=O)c1cccc(NC(=O)C2CC(=O)N(Cc3ccccc3)C2)c1 (centres undefined)	1	2	-2	-1	-2	-1	-1.8	-1.3	3	-1
CCN(CC)Cc1cc(Nc2c3ccccc3nc3c4ccccc4n(C)c23)cc(CN(CC)CC)c1O	-4	-6	12	-2	0	4	3.8	-9.3	6	-7
COc1ccc(CCNC(=O)c2c(O)c3ccccc3n(C)c2=O)cc1	0	-3	-3	-3	0	-14	-0.6	-1.0	1	0
O=C(CSc1ncnc2sccc12)N1CCCCC1	3	3	-9	-4	/	-2	-0.2	-1.0	-14	-3
Cc1ccc(N2CCN(S(=O)(=O)c3ccc4oc(=O)ccc4c3)CC2)cc1Cl	-3	-6	/	3	6	0	-2.0	-1.8	-11	3
Cc1cc(C)c2sc(NC(=O)CN3C(=O)CCC3=O)nc2c1	-7	-5	/	-3	/	1	-1.4	-0.6	3	-5
COCCNC(=O)CSc1nc2ccccc2c(=O)n1CCC(=O)N1CCN(c2ccccc2)CC1	-2	-2	-18	-4	2	1	-1.0	-0.5	3	0
CCOC(=O)c1sc(-c2cccc([N+](=O)[O-])c2)cc1N	17	-4	-29	5	0	-1	-0.6	-6.7	-3	5

Gathered by group: the entries above with an aryl thioether with sulfur outside any ring (five)
SMILES	PKA-R2B act	RTF Ca sens act	SR-BI DiI-HDL act	RTF Ca sens inh	CAL PDZ FP-1	DAGLB inhibitor	CAL PDZ FP-2	LANA DNA inh	Rtt109 HAT inh	Keap1-Nrf2 PPI
Cc1cc(SCc2ccc([N+](=O)[O-])cc2)nc(=O)[nH]1	-3	-6	-23	-6	-2	2	-1.5	-0.4	-5	0
CCCn1c(SCC(=O)Nc2cc(C)on2)n[nH]c1=O	-1	0	12	-8	/	-1	0.5	-1.8	-11	-1
Cc1ccccc1N1C(=O)CC(Sc2nnc(-c3ccccc3)o2)C1=O (centres undefined)	2	3	-34	4	-1	-2	-0.9	0.8	2	0
O=C(CSc1ncnc2sccc12)N1CCCCC1	3	3	-9	-4	/	-2	-0.2	-1.0	-14	-3
COCCNC(=O)CSc1nc2ccccc2c(=O)n1CCC(=O)N1CCN(c2ccccc2)CC1	-2	-2	-18	-4	2	1	-1.0	-0.5	3	0

Screening results from PubChem.
